# KCNK3 inh = human KCNK3 channel inhibition, primary screen. 340,000 tested, 0.84% active. O14649. CHO-KCNK3 thallium flux, FluxOR fluorescence; stronger effect = lower value. B-score at 10 µM. AID 602410;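 active = B-score under library mean minus 4 SD, starting fluorescence ratio at most library mean plus 5 SD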;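 also: more negative B-score means stronger inhibition of thallium flux through KCNK3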
# Target sequence (O14649 whole entry, looked up): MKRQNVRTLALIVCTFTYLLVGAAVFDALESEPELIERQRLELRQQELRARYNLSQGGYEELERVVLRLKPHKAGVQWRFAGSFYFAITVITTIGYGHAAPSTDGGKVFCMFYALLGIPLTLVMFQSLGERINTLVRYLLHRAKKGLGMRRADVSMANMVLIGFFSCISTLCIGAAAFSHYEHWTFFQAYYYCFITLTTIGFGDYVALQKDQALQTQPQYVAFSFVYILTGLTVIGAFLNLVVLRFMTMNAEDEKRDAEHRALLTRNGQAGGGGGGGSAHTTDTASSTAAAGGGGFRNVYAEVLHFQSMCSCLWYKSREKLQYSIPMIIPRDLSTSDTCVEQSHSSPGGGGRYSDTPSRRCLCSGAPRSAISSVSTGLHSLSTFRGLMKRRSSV
# GSK3A inh = inhibitors of human GSK-3 alpha kinase; AID 2650; 320,000 tested, 0.1% active; ADP-Glo luminescence, 60 min; P49840; inhibition, % at 10 µM;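 in the data active = inhibition above about 50%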;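 also: GST-tagged GSK-3 alpha with peptide substrate and 25 µM ATP; 0% = DMSO neutral wells and 100% = GW8510 positive control wells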
# Dyrk1A ADPGlo = blocks rat Dyrk1A kinase activity; Q63470; ADP-Glo luminescence, NFATc1 peptide; inhibition, % at 12.5 µM; 310,000 tested, 0.43% active; in the data active = inhibition above about 50%;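 also: plate controls were vehicle with enzyme for no effect and no enzyme for full effect; many of its hits are not listed in these tables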
# HDAC3 inh = blocks human histone deacetylase 3; AID 2718; 320,000 tested, 0.15% active; recombinant HDAC3, fluorogenic peptide/trypsin coupled, fluorescence; inhibition, % at 8.3 µM; O15379; in the data active = inhibition above about 26%, passing the limit was not always enough; inconclusive = no clear call, values can overlap the other calls
# Target sequence (O15379 whole entry, looked up): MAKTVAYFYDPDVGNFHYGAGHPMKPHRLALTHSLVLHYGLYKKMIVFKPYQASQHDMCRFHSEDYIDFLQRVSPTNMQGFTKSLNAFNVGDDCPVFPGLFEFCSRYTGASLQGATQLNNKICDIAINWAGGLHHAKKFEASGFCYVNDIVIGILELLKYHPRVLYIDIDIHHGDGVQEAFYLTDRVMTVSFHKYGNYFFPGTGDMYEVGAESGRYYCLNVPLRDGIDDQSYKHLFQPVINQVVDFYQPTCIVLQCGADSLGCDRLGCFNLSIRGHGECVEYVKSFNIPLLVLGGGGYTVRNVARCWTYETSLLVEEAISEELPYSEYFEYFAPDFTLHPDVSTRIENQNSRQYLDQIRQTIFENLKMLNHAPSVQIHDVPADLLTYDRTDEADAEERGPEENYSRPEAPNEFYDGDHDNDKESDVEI
# Starred values were filed as active, the others as inactive; i = inactive; u = inconclusive. Some of the compounds tested; the hit share may differ from the screen's.
SMILES,KCNK3 inh,GSK3A inh,Dyrk1A ADPGlo,HDAC3 inh
COC(=O)C1=C(c2ccc(C(C)=O)cc2)C[C@@H]2CC[C@H]1N2C(=O)NC(C)C,i,0,-1,-3
COC1=C[C@@H]2C3=C([C@@H]2C1=O)[C@@H](NC(C)=O)CCc1cc(OC)c(OC)c(OC)c13,i,-2,-13,4
C=C1[C@H]2CC[C@H]3[C@]4(C)C[C@H](O[C@@H]5OC(CO)[C@@H](OSOOO)[C@H](OS(=O)(=O)O)[C@H]5OC(=O)CC(C)C)C[C@@H](C(=O)O)[C@H]4CC[C@]3(C2)[C@H]1O (stereo not given in full),i,-3,1,0
COC(=O)C1=C(c2ccc(OC(F)(F)F)cc2)C[C@@H]2CC[C@H]1N2C(=O)NCc1ccc(F)cc1,i,-5,3,2
N[C@@H](Cc1ccc(N(CCCl)CCCl)cc1)C(=O)O,i,0,6,4
O=C(c1ccc2nc(-c3ccco3)c(-c3ccco3)nc2c1)N1CCC2(CC1)OCCO2,i,2,-6,3
COC(=O)C1=C(c2ccc(C(C)=O)cc2)C[C@@H]2CC[C@H]1N2C(=O)N1CCCC1,i,1,0,-2
CCC1(CC)C(=O)C=CNC1=O,i,-2,-1,7
CN1C(=O)N(C)C(=O)C2(Sc3ccccc3C2=O)C1=O,i,-4,3,4
COC(=O)C1=C(c2c(C)noc2C)C[C@@H]2CC[C@H]1N2C(=O)NC1CC1,i,0,5,-2
COC(=O)C1=C(c2ccc(S(C)(=O)=O)cc2)C[C@@H]2CC[C@H]1N2C,i,-1,5,1
COC(=O)C1=C(c2ccc(OC)c(OC)c2)C[C@@H]2CC[C@H]1N2C(=O)N1CCC(O)CC1,i,-3,-15,-9
COC(=O)C1=C(c2ccc(F)cc2OCc2ccccc2)C[C@@H]2CC[C@H]1N2C(=O)NCc1ccc(Cl)cc1,i,-1,3,19
COc1ccc(C2C(C(=O)N3CCC4(CC3)OCCO4)CC(=O)N2c2ccc(OC)cc2)cc1 (stereo not given),i,6,-1,-2
COC(=O)C1=C(c2ccc(OC)c(OC)c2)C[C@@H]2CC[C@H]1N2C(=O)N1CCCC1,i,-3,-6,5
CCN1C[C@]2(COC)CC[C@H](O)[C@]34C1[C@](O)([C@@H](OC)[C@H]23)[C@@]1(O)C[C@H](OC)[C@H]2C[C@@H]4[C@@H]1[C@H]2OC,i,-2,-6,-4
COC(=O)C1=C(c2cccc(C#N)c2)C[C@@H]2CC[C@H]1N2C(=O)N1CCOCC1,i,1,-10,0
CC(=O)OC1=CC[C@H]2[C@@H]3CC[C@H]4C[C@H](OC(C)=O)[C@@H](OC(C)=O)C[C@]4(C)[C@H]3CC[C@]12C,i,-1,-11,-2
CC1CCN(C(=O)COC(=O)c2cn(C)c3ccccc23)CC1,i,2,2,-4
CCN(C(=O)COC(=O)c1cc(C)n(C2CC2)c1C)c1ccccc1,i,-6,-4,3
CC1OC(C[N+](C)(C)C)CC1O (stereo not given),i,-1,-2,8
O=c1[nH]c(N2CCN(Cc3ccc4c(c3)OCO4)CC2)nc2c1CCC2,i,-1,4,5
COC(=O)C1=C(c2ccc(-c3ccccc3)c(F)c2)C[C@@H]2CC[C@H]1N2C(=O)NCCOc1ccccc1Cl,i,-3,-1,12
Cn1cc(C(=O)OCC(=O)NC2(C#N)CCCC2)c2ccccc21,i,-5,-2,-2
COC(=O)C1=C(c2cccc(C#N)c2)C[C@@H]2CC[C@H]1N2C(=O)NC1CC1,i,-2,-3,1

# Just Dyrk1A ADPGlo, for some of the entries so far:
Compound | Dyrk1A ADPGlo
COC(=O)C1=C(c2c(C)noc2C)C[C@@H]2CC[C@H]1N2C(=O)NC1CC1 | 5
CCN(C(=O)COC(=O)c1cc(C)n(C2CC2)c1C)c1ccccc1 | -4

# Reformatted with bars between the fields: part of the list above
SMILES | KCNK3 inh | GSK3A inh | Dyrk1A ADPGlo | HDAC3 inh
CC1OC(C[N+](C)(C)C)CC1O (stereo not given) | i | -1 | -2 | 8
O=c1[nH]c(N2CCN(Cc3ccc4c(c3)OCO4)CC2)nc2c1CCC2 | i | -1 | 4 | 5
COC(=O)C1=C(c2ccc(-c3ccccc3)c(F)c2)C[C@@H]2CC[C@H]1N2C(=O)NCCOc1ccccc1Cl | i | -3 | -1 | 12

# (further entries)
SMILES,KCNK3 inh,GSK3A inh,Dyrk1A ADPGlo,HDAC3 inh
COC(=O)C1=C(c2ccccc2OCc2ccccc2)C[C@@H]2CC[C@H]1N2C(=O)NCCOc1ccc(OC)cc1,i,-1,-3,-2
COc1ccc(C(=O)OC2C[C@H]3CC[C@H](C2)N3C)cc1OC (stereo not given in full),i,-3,3,2
C[C@]12CC[C@H](OC(=O)CCC(=O)O)CC1=CCC1C2CC[C@@]2(C)C1CC[C@@H]2OC(=O)CCC(=O)O (stereo not given in full),i,-2,0,1
Cc1ccccc1C1=NCC(=O)N(CC(=O)NCc2ccco2)c2sc3c(c21)CCCC3,i,0,7,10
COC(=O)C1=C(c2ccc(C(C)=O)cc2)C[C@@H]2CC[C@H]1N2C,i,-2,8,-6
C[n+]1ccc(-c2cc[n+](C)cc2)cc1,i,5,0,-2
COC(=O)C1=C(c2ccccc2OCc2ccccc2)C[C@@H]2CC[C@H]1N2C(=O)NCc1ccc(OC)cc1,i,-5,1,8
C#CCN[C@H](C)Cc1ccccc1,i,0,3,-3
COC(=O)C1=C(c2ccc(F)cc2F)C[C@@H]2CC[C@H]1N2C(=O)NCCO,i,-2,-5,1
COC(=O)C1=C(c2ccc3ccccc3c2)C[C@@H]2CC[C@H]1N2C(=O)N1CCOCC1,i,2,2,-1
CC1=C2[C@H]3OC(=O)[C@@H](C)[C@@H]3CC[C@@]2(C)C=CC1=O,i,1,5,-2
COc1ccc2c(c1OC)C(=O)O[C@@H]2[C@H]1c2cc3c(cc2CCN1C)OCO3,i,-1,-1,5
COC(=O)C1=C(c2ccc(C(C)=O)cc2)C[C@@H]2CC[C@H]1N2C(=O)NCCNC(C)=O,i,-3,2,1
C[C@]12CCC3C(C1CCC2=O)[C@H](O)C[C@H]1C[C@@H](O)CC[C@]31C (stereo not given in full),i,-3,-1,0
C[C@]12CC[C@H](O)C[C@H]1CC[C@@H]1C2CC[C@]2(C)[C@@H](C3=CC(=O)OC3)[C@@H](O)C[C@]12O (stereo not given in full),i,0,-3,-6
COC(=O)C1=C(c2ccc(OC)c(OC)c2)C[C@@H]2CC[C@H]1N2C(=O)NC1CCCCC1,i,-3,-14,-1
CN(C(=O)COC(=O)c1cn(C)c2ccccc12)C1CCCCC1,i,3,2,7
COC(=O)C1=C(c2ccc(OC(F)(F)F)cc2)C[C@@H]2CC[C@H]1N2C(=O)NCCNC(C)=O,i,-1,9,3
C[C@@H]1O[C@@H](O[C@@H]2C=C3CC[C@@H]4C(CC[C@]5(C)[C@@H](c6ccc(=O)oc6)CC[C@]45O)[C@@]3(C)CC2)[C@H](O)[C@H](O)[C@H]1O (stereo not given in full),i,-1,-4,3
COC(=O)C1=C(c2ccc3ccccc3c2)C[C@@H]2CC[C@H]1N2C(=O)N1CCC(C)CC1,i,1,-5,1
COC(=O)C1=C(c2ccc(F)cc2F)C[C@@H]2CC[C@H]1N2C(=O)NCc1ccc2c(c1)OCO2,i,-2,5,3
COC(=O)C1=C(c2ccc(OC)c(OC)c2)C[C@@H]2CC[C@H]1N2C(=O)NC1Cc2ccccc2C1,i,-3,3,-4
COC(=O)C1=C(c2ccc(-c3ccccc3)c(F)c2)C[C@@H]2CC[C@H]1N2C(=O)NC(C)C,i,-3,1,5
O=[N+]([O-])c1cc(O)c(O)c([N+](=O)[O-])c1,i,-1,-2,5
COC(=O)C1=C(c2cccc(OCc3ccccc3)c2)C[C@@H]2CC[C@H]1N2C(=O)NCc1ccc(F)cc1,i,-5,6,17

# Part of the list above in order of molecular weight, low to high.
SMILES,KCNK3 inh,GSK3A inh,Dyrk1A ADPGlo,HDAC3 inh
COC(=O)C1=C(c2ccc(OC)c(OC)c2)C[C@@H]2CC[C@H]1N2C(=O)NC1CCCCC1,i,-3,-14,-1
Cc1ccccc1C1=NCC(=O)N(CC(=O)NCc2ccco2)c2sc3c(c21)CCCC3,i,0,7,10
COC(=O)C1=C(c2ccccc2OCc2ccccc2)C[C@@H]2CC[C@H]1N2C(=O)NCc1ccc(OC)cc1,i,-5,1,8

# More structures follow:
SMILES,KCNK3 inh,GSK3A inh,Dyrk1A ADPGlo,HDAC3 inh
COC(=O)C1=C(c2ccc(F)cc2OCc2ccccc2)C[C@@H]2CC[C@H]1N2C(=O)NCc1ccc(OC)c(OC)c1,i,-2,-2,4
COC(=O)C1=C(c2ccc(-c3ccccc3)c(F)c2)C[C@@H]2CC[C@H]1N2C(=O)N1CCC(C)CC1,i,-3,11,-1
COC(=O)C1=C(c2cccc(OCc3ccccc3)c2)C[C@@H]2CC[C@H]1N2C(=O)NCc1ccc(Br)cc1,i,-1,-3,-3
COc1ccc(Cn2c(N)c(C(=O)NCc3ccco3)c3nc4ccccc4nc32)cc1OC,i,0,13,2
Cc1cc(C(=O)OCC(=O)Nc2cccc(F)c2)c(C)n1C1CC1,i,0,-1,-4
COC(=O)C1=C(c2ccc(OCc3ccccc3)cc2)C[C@@H]2CC[C@H]1N2C(=O)NCc1cccc(C(F)(F)F)c1,i,1,1,14
COC(=O)C1=C(c2c(C)noc2C)C[C@@H]2CC[C@H]1N2C(=O)NCCOc1ccc(OC)cc1,i,-1,1,1
CCCNC(=O)N1[C@H]2CC[C@@H]1C(C(=O)OC)=C(c1cccc(C#N)c1)C2,i,2,-1,4
COC(=O)C1=C(c2ccc(F)cc2F)C[C@@H]2CC[C@H]1N2C(=O)NCCCOC(C)C,i,-2,2,-8
C[C@]12CC[C@H](O)CC1=CCC1C2CC[C@]2(C)C(=O)[C@H](Br)CC12 (stereo not given in full),i,0,3,1
CCOC(=O)C1CCN(/C=C2/C(=O)NC(=O)N(c3ccc(OCC)cc3)C2=O)CC1,i,-1,-3,1
CC(=O)OCC(=O)[C@H]1CC[C@H]2[C@@H]3CC[C@H]4C[C@H](O)CC[C@]4(C)[C@H]3C(=O)C[C@]12C,i,0,-1,8
COCCO[C@H]1CCC2C3CC=C4C[C@@H](O)CC[C@]4(C)C3CC[C@@]21C (stereo not given in full),i,-4,5,0
Cc1cnc(-n2c(=S)[nH]c3ccccc3c2=O)s1,i,7,7,1
CCCNC(=O)N1[C@H]2CC[C@@H]1C(C(=O)OC)=C(c1c(C)noc1C)C2,i,-2,-19,-1
COC(=O)C1=C(c2ccc(OC)c(OC)c2)C[C@@H]2CC[C@H]1N2C(=O)NCC1CC1,i,0,-6,-3
CC(=O)[C@H]1CCC2C3CC[C@H]4C[C@@H](O)CC[C@]4(C)C3CC[C@@]21C (stereo not given in full),i,-3,8,-7
CCCN(CCC)C(=O)Cc1c(-c2ccc(Cl)cc2)nc2c(Cl)cc(Cl)cn12,i,-1,2,6
Cc1ncc(CNC(=O)N(CCCl)N=O)c(N)n1,i,-2,-8,-4
CC[C@H]1CN2CCC1C[C@H]2[C@H](O)c1ccnc2ccc(OC)cc12 (stereo not given in full),i,-1,5,-3
COC(=O)C1=C(c2ccc(Cl)c(C(F)(F)F)c2)C[C@@H]2CC[C@H]1N2C(=O)NCCNC(C)=O,i,-1,2,8
CCOC(=O)[C@@H]1[C@H]2COc3ccc(Br)cc3[C@H]2N2C(=O)N(c3cccc(C)c3)C(=O)[C@]12C,i,-2,1,u
O=C(/C=C/c1ccc2c(c1)OCO2)c1c(O)n(CCC2=CCCCC2)c(=O)[nH]c1=O,i,2,3,-3
COC(=O)C1=C(c2cccc(C#N)c2)C[C@@H]2CC[C@H]1N2C(=O)NCCNC(C)=O,i,1,40,-5
Cc1cc(OCC(=O)N2CCN(CC(=O)N3CCOCC3)CC2)c(C(C)C)cc1Cl,i,-1,1,-4
COC(=O)C1=C(c2cccc(OCc3ccccc3)c2)C[C@@H]2CC[C@H]1N2C(=O)NCc1cccc(C(F)(F)F)c1,i,0,-1,12
CCCCC(C)C(OC(=O)CC(CC(=O)O)C(=O)O)C(CC(C)CC(O)CCCCC(O)CC(O)C(C)N)OC(=O)CC(CC(=O)O)C(=O)O (stereo not given),i,-5,6,0

# Gathered by group: those above with a furan ring, fused or not
SMILES,KCNK3 inh,GSK3A inh,Dyrk1A ADPGlo,HDAC3 inh
O=C(c1ccc2nc(-c3ccco3)c(-c3ccco3)nc2c1)N1CCC2(CC1)OCCO2,i,2,-6,3
Cc1ccccc1C1=NCC(=O)N(CC(=O)NCc2ccco2)c2sc3c(c21)CCCC3,i,0,7,10
COc1ccc(Cn2c(N)c(C(=O)NCc3ccco3)c3nc4ccccc4nc32)cc1OC,i,0,13,2

# Assay outcomes as filed in PubChem BioAssay.
